# Source: PubChem BioAssay
# NFkB SMM = binders of NF-kB p50 subunit, primary screen, biochemical, small molecule microarray, anti-His fluorescence | Nuclear factor NF-kappa-B p105 subunit (Homo sapiens), P19838 | anti-His fluorescence binding | calls only | 17,000 compounds, 1.3% hits | AID 624139, 2012;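 active = spot fluorescence over background significantly raised, with a chance value under 7% in all four replicate spots of the compound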;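 note: probe protein is his-tagged human p50 processed subunit at 1 µg/ml; raw spot fluorescence signals with no normalization applied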
# Target sequence (P19838 1-433 limits assumed): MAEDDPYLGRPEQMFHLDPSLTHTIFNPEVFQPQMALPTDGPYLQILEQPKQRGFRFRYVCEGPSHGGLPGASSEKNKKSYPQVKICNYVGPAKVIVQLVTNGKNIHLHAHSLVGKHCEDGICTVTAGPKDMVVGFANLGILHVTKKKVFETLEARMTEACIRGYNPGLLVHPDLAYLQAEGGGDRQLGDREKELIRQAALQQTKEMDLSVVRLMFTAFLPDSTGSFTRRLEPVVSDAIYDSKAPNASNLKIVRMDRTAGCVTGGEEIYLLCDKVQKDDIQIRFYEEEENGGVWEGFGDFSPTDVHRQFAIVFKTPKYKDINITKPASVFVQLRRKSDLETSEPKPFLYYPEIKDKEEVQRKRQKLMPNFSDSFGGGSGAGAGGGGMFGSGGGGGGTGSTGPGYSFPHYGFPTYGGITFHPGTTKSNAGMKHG
# Calls only; i = inactive. A portion of the library (hit frequency here may not be typical).
SMILES,NFkB SMM
COc1ccc(CN(C)C[C@@H]2Oc3ccc(NC(=O)Nc4ccc5c(c4)OCO5)cc3C(=O)N([C@@H](C)CO)C[C@H]2C)cc1,i
CC(C)NC(=O)N(C)C[C@@H]1OCCCC[C@@H](C)Oc2ccc(NC(=O)c3ccncc3)cc2C(=O)N([C@@H](C)CO)C[C@H]1C,i
C[C@H]1CN([C@@H](C)CO)C(=O)c2cccc(NC(=O)Nc3cccc4ccccc34)c2O[C@H]1CN(C)CC1CC1,i
C[C@H]1CN([C@@H](C)CO)C(=O)c2cccc(NC(=O)c3ccc(-c4nccs4)cc3)c2O[C@@H]1CN(C)C(=O)NC1CCCCC1,i
C[C@@H]1CN([C@H](C)CO)C(=O)c2cc(NS(=O)(=O)c3cccs3)ccc2O[C@@H]1CN(C)Cc1ccccc1,i
COc1ccc(C(=O)O[C@H]2CC(C)=CC[C@]3(C)[C@@H]2[C@](O)(C(C)C)C[C@@H]3O)cc1,i
Cc1ccc(F)cc1S(=O)(=O)N[C@@H]1CCN(Cc2ccc(OC(C)C)cc2)C1,i
Cc1ccc(NC(=O)CSc2ncn[nH]2)c(C)c1,i
COc1ccc([Si](C)(C)[C@@H]2[C@@H](CCn3cc([C@H](O)c4ccccc4)nn3)O[C@]3(C(=O)N(Cc4ccc(N5CCC5=O)cc4)c4ccccc43)[C@H]2C)cc1,i
C[C@@H]1CN([C@@H](C)CO)C(=O)c2cc(NS(=O)(=O)c3ccccc3)ccc2O[C@@H]1CN(C)C,i
C[C@H](CO)N1C[C@H](C)[C@H](CN(C)C(=O)Nc2ccccc2)Oc2ccc(NS(=O)(=O)c3ccccc3)cc2CC1=O,i
O=C(COc1ccc(C(=O)Nc2ccccc2Cl)cc1)Nc1ccc(Oc2ccccc2)cc1,i
COc1ccc(S(=O)(=O)N(C)C[C@@H]2Oc3c(NS(=O)(=O)c4ccccc4)cccc3C(=O)N([C@H](C)CO)C[C@@H]2C)cc1,i
C[C@@H]1O[C@H]2Oc3c(-c4ccc(O)c(O)c4)oc4cc(O)c(c(O)c4c3=O)-c3cc(ccc3O)/C=C\C(=O)OC[C@H]3O[C@@H](O[C@H]([C@H]1O)[C@H]2O)[C@H](O)[C@@H](O)[C@@H]3O,i
C[C@@H]1O[C@@H](O[C@H]2[C@@H]3C=CO[C@@H](O[C@@H]4O[C@H](CO)[C@@H](O)[C@H](O)[C@H]4O)[C@@H]3[C@@]3(CO)O[C@@H]23)[C@H](OC(=O)/C=C/c2ccc(O)c(O)c2)[C@H](O)[C@H]1O,i
COc1cc(NC(=O)c2cnn3c(C(F)(F)F)cc(-c4ccco4)nc23)c(OC)cc1Cl,i
C[C@H](CO)N1C[C@H](C)[C@H](CN(C)Cc2ccc(C(=O)O)cc2)Oc2ccc(NC(=O)Nc3ccc4c(c3)OCO4)cc2C1=O,i
O=c1c(O[C@@H]2O[C@H](CO)[C@@H](O)[C@H](O)[C@H]2O)c(-c2ccc(O)c(O)c2)oc2cc(O)cc(O)c12,i
Cc1ccc(NC(=O)CSc2nnc(-c3ccncc3)o2)cc1C,i
COC(=O)c1c(NC(=O)Cc2ccccc2[N+](=O)[O-])sc2c1CCCC2,i
C[C@@H]1CN([C@@H](C)CO)C(=O)c2cccc(NS(=O)(=O)c3ccc(Cl)cc3)c2O[C@@H]1CN(C)C(=O)Nc1ccc(C(F)(F)F)cc1,i
O=C(NCc1ccccc1)C1=C[C@H](C2CCCCC2)C[C@H](OCc2ccc(CO)cc2)O1,i
O=C(O)CNc1ncnc2oc(-c3ccccc3)c(-c3ccccc3)c12,i
O=c1cc(-c2ccccc2)oc2cc(O)ccc12,i
C=C1C2(C)OC(=O)C34OC2C2=C(CO)C5(CCC2(C)C13C(=O)OC4C)C(O)CC(=O)OC5(C)C (stereo not given),i
COc1ccc(S(=O)(=O)N(C)C[C@H]2Oc3c(NC(=O)NC4CCCCC4)cccc3C(=O)N([C@@H](C)CO)C[C@@H]2C)cc1,i
COC(=O)c1ccccc1NC(=O)C1=C(C)NC(=S)NC1c1ccc(OC2CCCC2)c(OC)c1 (stereo not given),i
COC(=O)c1ccccc1NC(=O)C(C)(C)Oc1ccc(Cl)cc1,i
COc1ccc(C(=O)Nc2sc3c(c2C(=O)NC2CCS(=O)(=O)C2)CCCC3)cc1OC (stereo not given),i
C[C@H](CO)N1C[C@H](C)[C@H](CN(C)Cc2ccc(C(=O)O)cc2)Oc2c(NS(=O)(=O)c3ccc(Cl)cc3)cccc2C1=O,i
COc1ccc(CN(C)C[C@@H]2Oc3ccc(NS(=O)(=O)c4ccc(OC)cc4)cc3C(=O)N([C@H](C)CO)C[C@H]2C)cc1,i
CC(C)NC(=O)N(C)C[C@@H]1Oc2c(NC(=O)C3CC3)cccc2C(=O)N([C@@H](C)CO)C[C@H]1C,i
Cc1noc(C)c1S(=O)(=O)N(C)C[C@H]1Oc2ccc(NC(=O)C3CCCCC3)cc2CC(=O)N([C@H](C)CO)C[C@H]1C,i
C[C@H](CO)N1C[C@H](C)[C@H](CN(C)S(=O)(=O)c2ccccc2)Oc2ccc(NC(=O)CCC(F)(F)F)cc2CC1=O,i
Cc1noc(C)c1S(=O)(=O)N(C)C[C@@H]1OCCCC[C@@H](C)Oc2ccc(NC(=O)C3CCCCC3)cc2C(=O)N([C@@H](C)CO)C[C@@H]1C,i
Cc1nc(SCC(=O)Nc2cccc(Cl)c2Cl)nc2c1CCCC2,i
Cc1noc(C)c1S(=O)(=O)Nc1ccc2c(c1)CC(=O)N([C@H](C)CO)C[C@@H](C)[C@@H](CN(C)C(=O)Nc1ccccc1)O2,i
CC(C)(C)OC(=O)NCC12C=CC(O1)C1C(=O)N(Cc3ccccc3)C(=O)C12 (stereo not given),i
CNC[C@@H]1Oc2ccc(NC(=O)c3ccncc3)cc2CC(=O)N([C@H](C)CO)C[C@@H]1C,i
C[C@@H]1CN([C@@H](C)CO)C(=O)Cc2cc(NC(=O)Nc3ccc(F)cc3)ccc2O[C@@H]1CN(C)S(=O)(=O)c1ccc(F)cc1,i
COc1ccc(NC(=O)Nc2ccc3c(c2)C(=O)N([C@@H](C)CO)C[C@H](C)[C@H](CN(C)S(=O)(=O)c2ccc(OC)cc2)O3)cc1,i
COc1ccc(C)cc1NC(=O)CN1C(=O)c2cccc3cccc1c23,i
CCCC(O)C#Cc1cnc2c(c1)C(=O)N([C@H](C)CO)C[C@H](C)[C@H](CN(C)C(=O)Nc1ccccc1)O2 (stereo not given in full),i
O=C(NCCCN1CCOCC1)C(=O)NC1CC1,i
C[C@H]1CN([C@@H](C)CO)C(=O)c2cccc(NC(=O)Nc3ccc(C(F)(F)F)cc3)c2O[C@@H]1CN(C)S(=O)(=O)c1cccs1,i
Cc1ccc(S(=O)(=O)N(C)c2ccc(C(=O)Nc3cccnc3)cc2)cc1,i
C[C@@H]1CCCCO[C@@H](CN(C)S(C)(=O)=O)[C@H](C)CN([C@@H](C)CO)C(=O)c2cc(NC(=O)Nc3cccc4ccccc34)ccc2O1,i
CC(C)(OC(=O)c1ccccc1)[C@@H]1Cc2cc3ccc(=O)oc3cc2O1,i
Cc1noc(C)c1NC(=O)Nc1ccc2c(c1)CC(=O)N([C@@H](C)CO)C[C@H](C)[C@H](CN(C)S(=O)(=O)c1ccccc1)O2,i
COc1ccc(CN(C)C[C@H]2Oc3ccc(NC(=O)Cc4ccccc4)cc3CC(=O)N([C@H](C)CO)C[C@@H]2C)cc1,i

# More compounds.
SMILES,NFkB SMM
Cc1ccccc1Cn1cc(NC(=O)C2CC(c3ccc(Cl)cc3)=NO2)cn1 (stereo not given),i
C[C@H]1CN([C@@H](C)CO)C(=O)c2cc(NS(=O)(=O)c3cccs3)ccc2O[C@H]1CN(C)Cc1ccc(Oc2ccccc2)cc1,i
COC(=O)[C@@]1(Cc2ccccc2)N=C(c2ccc(OCCCO)cc2)O[C@H]1c1ccccc1CN=[N+]=[N-],i
COc1ccc(S(=O)(=O)Nc2cccc3c2O[C@@H](CN(C)S(=O)(=O)c2cn(C)cn2)[C@@H](C)CN([C@@H](C)CO)C3=O)cc1,i
C[C@@H]1CN([C@@H](C)CO)C(=O)c2cccc(NC(=O)c3ccc(-c4nccs4)cc3)c2O[C@@H]1CN(C)S(=O)(=O)c1cccs1,i
OCCCNc1nc(-c2ccccc2Cl)c2cc(Br)ccc2n1,i
C[C@H]1CN([C@@H](C)CO)C(=O)c2cc(NC(=O)NC3CCCCC3)ccc2O[C@H]1CN(C)S(=O)(=O)c1cn(C)cn1,i
Cc1cc2nc(-c3ccc(NC(=O)COc4ccccc4[N+](=O)[O-])cc3)oc2cc1C,i
COc1ccc(NC(=O)c2ccco2)cc1NC(=S)NC(=O)c1cc2ccccc2o1,i
C[C@@H]1CCCCO[C@@H](CN(C)S(=O)(=O)c2cccs2)[C@H](C)CN([C@H](C)CO)C(=O)c2cc(N(C)C)ccc2O1,i

# Random excerpt: 5 records from the list.
SMILES,NFkB SMM
Cc1cc2nc(-c3ccc(NC(=O)COc4ccccc4[N+](=O)[O-])cc3)oc2cc1C,i
C[C@H]1CN([C@@H](C)CO)C(=O)c2cc(NC(=O)NC3CCCCC3)ccc2O[C@H]1CN(C)S(=O)(=O)c1cn(C)cn1,i
C[C@@H]1CN([C@@H](C)CO)C(=O)c2cccc(NC(=O)c3ccc(-c4nccs4)cc3)c2O[C@@H]1CN(C)S(=O)(=O)c1cccs1,i
C[C@@H]1CCCCO[C@@H](CN(C)S(=O)(=O)c2cccs2)[C@H](C)CN([C@H](C)CO)C(=O)c2cc(N(C)C)ccc2O1,i
C[C@H]1CN([C@@H](C)CO)C(=O)c2cc(NS(=O)(=O)c3cccs3)ccc2O[C@H]1CN(C)Cc1ccc(Oc2ccccc2)cc1,i

# (more compounds)
SMILES,NFkB SMM
CC(Nc1nc2ccccc2n1C)c1cc(Cl)ccc1O (stereo not given),i
CC(C)(CSc1nnc(Nc2ccccc2)s1)NS(=O)(=O)c1ccc(Cl)cc1,i
COc1ccc(S(=O)(=O)N(C)C[C@H]2Oc3ccc(NC(=O)Nc4cccc5ccccc45)cc3CC(=O)N([C@H](C)CO)C[C@H]2C)cc1,i
C[C@H]1CN([C@@H](C)CO)C(=O)c2cccc(NC(=O)c3cnccn3)c2O[C@H]1CN(C)S(=O)(=O)c1cccs1,i
CNC[C@@H]1Oc2ccc(NC(=O)Cc3ccccc3)cc2CC(=O)N([C@H](C)CO)C[C@H]1C,i
Cc1ccc(S(=O)(=O)Nc2ccc3c(c2)C(=O)N([C@@H](C)CO)C[C@@H](C)[C@@H](CN(C)S(=O)(=O)c2ccc(Cl)cc2)OCCCC[C@H](C)O3)cc1,i
Cc1noc(C)c1S(=O)(=O)Nc1ccc2c(c1)C(=O)N([C@H](C)CO)C[C@H](C)[C@@H](CN(C)C(=O)Nc1ccccc1)O2,i
Cc1ncsc1CCSc1n[nH]c(=O)n1-c1ccccc1,i
C[C@H](CO)N1C[C@H](C)[C@H](CN(C)CC2CCCCC2)Oc2ccc(NC(=O)Nc3cccc4ccccc34)cc2C1=O,i
Cc1ccc(S(=O)(=O)Nc2ccc3c(c2)C(=O)N([C@@H](C)CO)C[C@@H](C)[C@@H](CN(C)Cc2ccc(C(=O)O)cc2)OCCCC[C@@H](C)O3)cc1,i

# Part of the list above, with each value named.
C[C@H](CO)N1C[C@H](C)[C@H](CN(C)CC2CCCCC2)Oc2ccc(NC(=O)Nc3cccc4ccccc34)cc2C1=O
- NFkB SMM: i

COc1ccc(S(=O)(=O)N(C)C[C@H]2Oc3ccc(NC(=O)Nc4cccc5ccccc45)cc3CC(=O)N([C@H](C)CO)C[C@H]2C)cc1
- NFkB SMM: i

Cc1ncsc1CCSc1n[nH]c(=O)n1-c1ccccc1
- NFkB SMM: i

# Next results:
SMILES,NFkB SMM
CC(CCC(=O)Nc1ccccc1)C(=O)O (stereo not given),i
CC(C)NC(=O)Nc1ccc2c(c1)C(=O)N([C@H](C)CO)C[C@H](C)[C@@H](CN(C)C(=O)Cc1ccccc1)OCCCC[C@@H](C)O2,i
COc1ccc(S(=O)(=O)Nc2ccc3c(c2)C(=O)N([C@@H](C)CO)C[C@@H](C)[C@@H](CN(C)S(=O)(=O)c2ccc(OC)cc2)O3)cc1,i
CC(C)NC(=O)Nc1ccc2c(c1)C(=O)N([C@H](C)CO)C[C@@H](C)[C@H](CN(C)C(=O)CCCN(C)C)OCCCC[C@@H](C)O2,i
Cc1noc(C)c1S(=O)(=O)N(C)C[C@@H]1OCCCC[C@H](C)Oc2ccc(N(C)C)cc2C(=O)N([C@H](C)CO)C[C@@H]1C,i
Cc1cc(C)c(NC(=O)CCCC(=O)O)c(C)c1,i
O=C(COc1ccccc1C(=O)Nc1cccc(Cl)c1Cl)Nc1ccc(N2CCOCC2)c(Cl)c1,i
C[C@@H]1CN([C@H](C)CO)C(=O)Cc2cc(NC(=O)Nc3ccccc3)ccc2O[C@H]1CN(C)CC1CC1,i
C[C@H]1CN([C@@H](C)CO)C(=O)c2cc(NS(=O)(=O)c3ccccc3)ccc2O[C@H]1CN(C)C,i
C[C@@H]1CN([C@H](C)CO)C(=O)c2cccc(NC(=O)c3ccc(-c4nccs4)cc3)c2O[C@@H]1CN(C)C(=O)NC1CCCCC1,i
Cc1ccc(S[C@]2(C(=O)NCCCN(C)C)CC(=O)N(C3CCCCC3)[C@@H]2c2ccc(CO)cc2I)cc1,i
COc1cc(-n2nnnc2SCC(=O)Nc2cccc(Cl)c2Cl)c(OC)cc1Cl,i
CCc1ccc(-c2cc(C(=O)Nc3ccc(S(=O)(=O)NC(C)=O)cc3)c3ccccc3n2)cc1,i
Cc1ccc(S(=O)(=O)Nc2ccc3c(c2)C(=O)N([C@@H](C)CO)C[C@H](C)[C@@H](CN(C)Cc2ccc4c(c2)OCO4)OCCCC[C@H](C)O3)cc1,i
O=C(NCc1ccccn1)C1CC(c2ccc(Cl)c(Cl)c2)=NO1 (stereo not given),i
O=C(NS(=O)(=O)c1ccc(NC(=O)C2CCCO2)cc1)c1ccccc1 (stereo not given),i
C[C@@H]1CN([C@H](C)CO)C(=O)c2cccc(NC(=O)NC3CCCCC3)c2O[C@H]1CN(C)Cc1ccncc1,i
